CHRM4 antagonist: antagonists of human muscarinic M4 receptor (CHRM4) | 360,000 compounds, 0.73% hits | CHO-hM4 cells, ACh EC80, Fluo-8 calcium fluorescence | P08173 | inhibition, % at 3 µM | AID 624125;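 active = inhibition above its plate's cutoff, the mean inhibition of sample wells plus 3 SD, cut at about 27% in these data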;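 also: 0% = acetylcholine EC80 with DMSO and 100% = DMSO without agonist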
Target sequence (P08173 whole entry, looked up): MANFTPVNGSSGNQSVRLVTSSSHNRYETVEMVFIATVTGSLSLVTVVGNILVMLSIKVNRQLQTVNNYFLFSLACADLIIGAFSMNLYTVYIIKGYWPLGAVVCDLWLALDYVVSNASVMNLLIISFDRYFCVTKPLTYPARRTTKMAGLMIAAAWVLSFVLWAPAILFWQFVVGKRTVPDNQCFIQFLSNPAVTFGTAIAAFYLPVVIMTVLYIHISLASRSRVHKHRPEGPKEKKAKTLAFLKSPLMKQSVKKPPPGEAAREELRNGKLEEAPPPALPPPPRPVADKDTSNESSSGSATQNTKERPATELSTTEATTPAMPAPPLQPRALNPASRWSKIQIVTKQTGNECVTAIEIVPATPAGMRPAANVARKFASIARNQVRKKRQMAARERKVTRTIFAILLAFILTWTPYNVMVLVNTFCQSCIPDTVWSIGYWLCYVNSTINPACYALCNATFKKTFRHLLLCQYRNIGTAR
CHO-K1 Ca antag: counter-screen for M1 antagonists: effect in parental CHO-K1 cells. inhibition, % at 3 µM. ATP-induced calcium, Fluo-8 fluorescence. 360,000 compounds, 0.6% hits;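 active = inhibition above a per-plate cutoff, the plate's mean sample inhibition plus 3 SD, cut at about 24% in these data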;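 also: 0% = DMSO plus EC80 ATP and 100% = DMSO alone without ATP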
M5 PAM: CHRM5 positive allosteric modulation; P08912; CHO-K1 hM5, Fluo-8 calcium, ACh EC20 PAM; 0% = ACh EC20, 100% = ACh EC100; activation, % at 3 µM; 360,000 compounds, 0.3% hits; AID 624038;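 active = activation above the run cutoff, the mean activation of all test compounds plus 3 SD, cut at about 18% in these data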
Target sequence (P08912 whole entry, looked up): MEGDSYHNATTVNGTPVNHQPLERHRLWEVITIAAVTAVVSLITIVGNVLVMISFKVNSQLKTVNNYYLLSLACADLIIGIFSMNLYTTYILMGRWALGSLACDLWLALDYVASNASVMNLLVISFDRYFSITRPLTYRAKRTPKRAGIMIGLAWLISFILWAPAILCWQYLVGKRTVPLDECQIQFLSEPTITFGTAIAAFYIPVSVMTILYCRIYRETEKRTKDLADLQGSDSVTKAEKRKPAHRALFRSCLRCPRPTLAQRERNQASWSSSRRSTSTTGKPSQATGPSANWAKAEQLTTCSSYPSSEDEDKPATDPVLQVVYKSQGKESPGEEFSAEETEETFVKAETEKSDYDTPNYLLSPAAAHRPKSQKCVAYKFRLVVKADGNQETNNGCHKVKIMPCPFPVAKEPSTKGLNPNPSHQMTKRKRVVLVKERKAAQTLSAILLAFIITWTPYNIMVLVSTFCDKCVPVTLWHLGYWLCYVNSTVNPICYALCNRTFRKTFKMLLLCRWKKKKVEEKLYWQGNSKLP
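System: CHO-K1 hM5 cells. Reagent: acetylcholine, EC20 level. Compound dosing: single dose, 3 µM nominal final test concentration. Timing: Post-acetylcholine fluorescence recording 140 s. Detection: Fluo-8 calcium fluorescence. Read-out: % activation, ACh-normalized. Benchmarks: ACh EC20 and EC100 wells. Repeats: singlicate, one well per test compound.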
CHO-K1 Ca ag: counter-screen for M1 agonists: effect in parental CHO-K1 cells. Fluo-8 calcium fluorescence; scaled to maximal ATP response, vehicle zero. activation, % at 3 µM. 360,000 compounds, 0.48% hits; in the data active = activation above about 15%;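 also: untransfected CHO-K1 host cells lacking M1 receptor as counterscreen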
CHRM4 PAM: positive allosteric modulators of human muscarinic M4 receptor. P08173. CHO-K1 hM4/Gqi5, Fluo-8 calcium fluorescence, ACh EC20; 0% = ACh EC20, 100% = maximal ACh. activation, % at 3 µM. 360,000 compounds, 0.4% hits. AID 624126;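 active = activation above its plate's cutoff, the mean activation of sample wells plus 3 SD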; also: some results filed as inactive read as strong as hits
CHRM4 agonist: CHRM4 agonism in calcium assay; P08173; CHO-K1 hM4/Gqi5, Fluo-8 calcium fluorescence; vehicle 0%, full acetylcholine response 100%; activation, % at 3 µM; 360,000 compounds, 0.14% hits;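 active = activation above the run mean over all test wells plus 3 SD, cut at about 32% in these data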;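 also: peak over basal fluorescence ratio per well then scaled between controls; 0% = DMSO wells and 100% = acetylcholine at EC100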
M5 antag: blocks acetylcholine activation of human M5 receptor | CHO-hM5 cells, Fluo-8 calcium fluorescence, ACh EC80 | P08912 | inhibition, % at 3 µM | 360,000 compounds, 0.59% hits;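 active = inhibition above a per-plate cutoff, the mean of that plate's test compounds plus 3 SD, cut at about 27% in these data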;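 also: 0% = acetylcholine EC80 with DMSO and 100% = DMSO without agonist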
M5 ag: agonists of human muscarinic M5 receptor (CHRM5). 360,000 compounds, 0.19% hits. AID 624037. P08912. activation, % at 3 µM. CHO-K1 hM5 cells, Fluo-8 calcium fluorescence; 0% DMSO wells, 100% maximal acetylcholine response;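 active = activation above the run's mean over test compounds plus 3 SD, cut at about 23% in these data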;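 also: signal is peak over basal fluorescence ratio across the kinetic read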
CHO-K1 Ca PAM: counter-screen for M1 PAMs: effect in parental CHO-K1 cells; ATP EC20, Fluo-8 calcium fluorescence; 0% at ATP EC20, 100% at ATP max; activation, % at 3 µM; 360,000 compounds, 0.02% hits; AID 602247;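 active = activation above the run cutoff, the mean activation of all test compounds plus 3 SD, cut at about 40% in these data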;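 also: peak over basal fluorescence ratio in a 140 s read after ATP addition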
* hit, by the source's call.

Molecule	CHRM4 antagonist	CHO-K1 Ca antag	M5 PAM	CHO-K1 Ca ag	CHRM4 PAM	CHRM4 agonist	M5 antag	M5 ag	CHO-K1 Ca PAM
CCC(C)N(NC(C)=O)c1nc(Cl)nc(NC(C)C)n1 (stereo unspecified)	-8	1	1	0.3	2	0	5	-3	12
COc1ccc(C2CC(c3cccc(C)c3)n3nc(N)nc3N2)cc1 (stereo unspecified)	-2	0	-2	0.9	4	1	1	2	11
O=C(NCc1nnc(SCC(=O)N2CCCc3ccccc32)o1)c1ccco1	0	-3	1	1.1	11	2	0	-3	12
COCCOC(=O)c1c(C)n(C)c2ccc(OC(=O)c3ccccc3OC)cc12	4	0	-10	5.9	-6	16	19	1	1
Cc1nc(NC(=O)C2CC2)sc1C	-3	-2	-4	0.4	14	0	11	-5	14
O=C(Nc1cc(Cl)ccc1Cl)Nn1cnnc1	1	0	-6	0.9	1	0	2	-5	2
NC(=O)COC(=O)CC(NC(N)=O)c1ccc(Cl)cc1 (stereo unspecified)	-9	-8	-4	0.3	6	1	-5	-1	11
O=C(C[C@H]1C/C=C\C[C@@H](Cc2ccc(F)cc2)C(=O)OC[C@@H](Cc2c[nH]c3ccccc23)NC1=O)NCCO	5	-19	7	0.4	3	2	-9	4	23
O=C(OCC(=O)N1CCc2ccccc21)c1c2c(nc3ccccc13)CCCC2	6	4	-15	2.1	-12	5	18	-4	11
Cc1nn(-c2ccccc2)c(C)c1C(=O)OCC(=O)NC(=O)NC1CCCC1	6	-3	6	-0.1	5	-3	-9	-4	20
COc1ccc([C@H]2C=C3CN(C(=O)OC(C)(C)C)S(=O)(=O)[C@H]3C[C@H]2OC(=O)c2ccc(C(F)(F)F)cc2)cc1	9	-4	1	0.9	1	1	11	0	13
O=C(Nc1ccccn1)Nc1ccccc1[N+](=O)[O-]	8	-10	0	0.0	-2	1	-4	-7	12
Cc1ccc(C(C)C)c(OCC(=O)NC2CCN(C)CC2)c1	-3	-6	5	0.3	9	0	-15	-8	-2
Cc1ccc(NS(=O)(=O)c2ccc3[nH]c(=O)[nH]c3c2)c(C)c1	-7	-3	-3	-0.5	0	1	-3	-4	4
CC(=O)Nc1ccc(OCC(O)Cn2cncn2)cc1 (stereo unspecified)	-18	7	1	-0.2	-3	1	3	-3	11
Cc1cc(C)n(-c2ccc(C(=O)Nc3cccnc3Cl)cc2)n1	2	-9	-2	0.6	-2	1	-4	0	25
CCOc1ccc(CN2CCCC(N3CCN(c4ccc(OC)cc4)CC3)C2)cc1 (stereo unspecified)	12	13	-6	0.0	-12	0	9	-11	-23
O=C(CO/N=C/c1ccccc1OC(F)F)NCc1cccs1	-20	2	2	0.6	7	0	-8	-8	7
COc1ccc(N2C(=O)N3[C@@H]4c5ccccc5OC[C@@H]4[C@@H](c4ccccc4)[C@@]3(C)C2=O)cc1	8	0	6	-1.0	-1	1	2	-6	-4
O=C(O)CN1C(=O)/C(=C\c2cc(Br)ccc2OCc2ccc(Cl)cc2Cl)SC1=S	2	-1	2	9.1	-1	0	1	-2	13
COc1ccc(OC)c(/C=C/C(=O)OCC(=O)N2CCN(S(=O)(=O)c3ccc(C)cc3C)CC2)c1	-22	0	-5	0.2	-2	1	0	-3	-10
CCO[C@@H]1OC(C(=O)N2CCOCC2)=C[C@H](C(C)(C)C)[C@H]1CCCO	-8	-14	-7	0.5	12	0	22	2	11
O=C(OCc1ccccc1)C1CCCN1C(=O)c1cccs1 (stereo unspecified)	-4	-15	-2	0.5	-1	1	3	-2	15
CCn1c(=NC(=O)c2ccco2)sc2cccc(F)c21	-6	-2	-2	-0.2	6	4	-7	-5	12
CCn1nc(C)c(NC(=O)CC23CC4CC(CC(C4)C2)C3)c1C	4	15	-3	0.5	-3	1	5	4	-11
O=C(OCC(=O)N1CCc2ccccc21)c1cncc(Br)c1	9	-11	3	2.5	-2	1	8	-2	23
O=C(NCc1cccs1)C1CC(=O)N(c2ccc(F)cc2)C1 (stereo unspecified)	-6	-5	2	0.7	12	1	2	0	13
CC(Oc1ccccc1)C(=O)N1CCC2(CC1)Oc1ccc(F)cc1C(=O)C21CC(c2cccnc2)=NO1 (stereo unspecified)	5	-5	-3	0.4	3	13	8	4	-1
O=C(CSc1nc(O)c(Cc2ccccc2F)c(=O)[nH]1)N1CCCCCC1	-1	-12	5	0.1	7	1	-19	-1	15
O=C(C1CCN(S(=O)(=O)c2ccc(-n3cnnn3)cc2)CC1)N1CCN(c2ccccc2)CC1	-1	1	-3	1.4	5	5	-7	-6	3
CCN(CC)S(=O)(=O)c1ccc(C(=O)NC(=S)N(CCO)Cc2ccccc2)cc1	19	-7	-3	2.3	-4	1	17	0	10
CCN(c1ccccc1)S(=O)(=O)c1ccc(Cl)c(C(=O)NCc2ccco2)c1	-9	-20	-1	4.6	-5	11	-3	-5	10
Cc1ccc(N=Nc2ccc(O)c(/C=N\NC(=O)c3ccc(N)cc3)c2)cc1C	5	-2	4	0.3	3	0	-3	-1	16
CCCCOCCCNC(=O)C[C@@H]1C[C@@]2(C(=O)OCC)CCC=C2N(Cc2ccco2)C1=O	3	-17	-1	-0.1	3	0	7	0	14
O=C(CN1C(=O)C2CC=CCC2C1=O)Nc1nc2ccccc2[nH]1 (stereo unspecified)	-7	4	1	3.8	4	1	5	-1	17
O=C(CCN1C(=O)c2ccccc2C1=O)N1CCCCCC1	-9	-9	-5	1.6	-2	6	1	-3	17
COc1cc(C)c(NC(=O)Cc2ccsc2)cc1OC	1	2	-3	0.5	-3	4	5	-2	-14
COC(Cc1ccccc1N1CCCC1=O)OC	-2	-5	14	0.5	3	-1	6	2	5
Cc1ccn2cc(CCNS(=O)(=O)c3ccc4c(c3)OCCO4)nc2c1	-6	5	-2	0.4	9	1	1	1	8
CCNC(=O)c1cc2c(c(-c3cccc(-c4cccc(C(=O)N(C)C)c4)c3)n1)[C@@H](CCO)N(S(=O)C(C)(C)C)C2 (stereo partly specified)	-10	13	3	0.2	1	2	-5	-2	11

As entered above:
`O=C(C[C@H]1C/C=C\C[C@@H](Cc2ccc(F)cc2)C(=O)OC[C@@H](Cc2c[nH]c3ccccc23)NC1=O)NCCO` in CHRM4 PAM is listed with 3
`O=C(O)CN1C(=O)/C(=C\c2cc(Br)ccc2OCc2ccc(Cl)cc2Cl)SC1=S` in CHO-K1 Ca antag is listed with -1

Arranged by value in M5 ag (lowest first): some entries from above
SMILES	M5 ag
COc1ccc(N2C(=O)N3[C@@H]4c5ccccc5OC[C@@H]4[C@@H](c4ccccc4)[C@@]3(C)C2=O)cc1	-6
Cc1nc(NC(=O)C2CC2)sc1C	-5
Cc1cc(C)n(-c2ccc(C(=O)Nc3cccnc3Cl)cc2)n1	0
Cc1ccn2cc(CCNS(=O)(=O)c3ccc4c(c3)OCCO4)nc2c1	1

Returning to the listing with the two entries that preceded the break.
Order of values: CHRM4 antagonist, CHO-K1 Ca antag, M5 PAM, CHO-K1 Ca ag, CHRM4 PAM, CHRM4 agonist, M5 antag, M5 ag, CHO-K1 Ca PAM
- Cc1ccn2cc(CCNS(=O)(=O)c3ccc4c(c3)OCCO4)nc2c1
→ -6, 5, -2, 0.4, 9, 1, 1, 1, 8
- CCNC(=O)c1cc2c(c(-c3cccc(-c4cccc(C(=O)N(C)C)c4)c3)n1)[C@@H](CCO)N(S(=O)C(C)(C)C)C2 (stereo partly specified)
→ -10, 13, 3, 0.2, 1, 2, -5, -2, 11
- CCc1nnc(NC(=O)C2CC(=O)N(CCc3ccc(F)cc3)C2)s1 (stereo unspecified)
→ 3, -10, -1, 2.5, 0, 1, 4, -1, 4
- CCOc1cc(/C=N/NC(=O)CN2CCCCC2)ccc1OCc1cccc(Cl)c1
→ -5, 2, -4, 11, -6, 8, 6, -4, 20
- Cc1ccc(NC(=O)CN2C(=O)NC3(CCCCC3C)C2=O)cc1S(=O)(=O)N1CCOCC1 (stereo unspecified)
→ -1, 14, -6, -0.2, 1, 2, 13, 2, 10
- O=C(Nc1ccc(N2CCCCC2)cc1)c1cccnc1Cl
→ -6, -6, 9, -0.6, 2, 0, 1, -2, 7
- O=C(COC(=O)c1ccc[n+]([O-])c1)Nc1cc([N+](=O)[O-])ccc1Cl
→ -9, -16, 0, 0.7, 9, 1, 5, 2, 22
- CC(C)(Oc1ccc(F)cc1)C(=O)OCC(=O)c1ccc(S(C)(=O)=O)cc1
→ 8, -12, -1, 3.8, -1, 3, 6, 1, 11
- CCCn1c(SCC(=O)Nc2ccc(Cl)cc2F)nc(O)cc1=O
→ 7, 2, 17, 9.2, 7, 1, -1, 3, 8
- CCN(CCn1cccn1)C(=O)CCc1nnc(Cc2c[nH]c3ccccc23)o1
→ 7, 11, 3, -0.1, -2, 1, -4, 4, -8
- CC/C(=N\NC(=O)c1cc(C)nc2ccccc12)c1ccc(C)s1
→ -4, -11, -5, 0.4, 0, 0, 4, -2, 25
- CCOC(=O)c1cc[nH]c1C
→ 8, -2, -3, -0.1, 5, 1, 6, 1, 5
- C/C(=N\NC(=O)c1nnn(-c2nonc2N)c1CN1CCOCC1)c1ccc(CC(C)C)cc1
→ -7, 3, -3, 1.3, 1, 3, 3, -4, 9
- CC(=O)Nc1ccc2c(c1)ncn2-c1ccc(C)cc1
→ 4, -13, 7, 0.7, -1, 0, 10, 4, 10
- CCOC(=O)C1CCCN(CCC(=O)Nc2c(C(=O)OC)[nH]c3cc(OC)ccc23)C1 (stereo unspecified)
→ 2, 15, 1, 0.8, -3, 1, 6, -1, 2
- C[C@H](CO)N1C[C@H](C)[C@@H](CN(C)S(=O)(=O)c2ccccc2)Oc2ccc(NS(=O)(=O)c3cccs3)cc2C1=O
→ 2, -15, 0, 0.3, 4, 1, 14, -3, 16
- COc1cc(S(=O)(=O)Nc2ccc3nc(C)sc3c2)ccc1NC(C)=O
→ 4, 8, -3, 1.0, 1, 2, 10, 1, 1
- O=C(Nc1ccc(Cl)c(C(F)(F)F)c1)C1Cc2c(-c3ccccc3)ccnc2O1 (stereo unspecified)
→ 1, -9, 0, 0.2, -5, 4, 1, -1, 22
- COc1ccc(C2CC(c3ccccc3)=NN2C(=O)CSc2ncn[nH]2)cc1 (stereo unspecified)
→ -7, -1, -11, 1.0, -3, 3, 9, 0, -5
- CC(C)(C)OC(=O)[C@H](Cc1ccccc1)NC(=O)c1nc[nH]c1C(=O)NC1CCN(C(=O)OC(C)(C)C)CC1
→ 7, -7, -6, 0.9, 1, 12, 3, 3, 1
